# Compound activity as filed in PubChem.
# T cell modulator: T cell immune modulation candidate; 2C CD8+ T cell-vesicle binding, flow cytometry; hits give low values; calls only at 7 µM; 330,000 compounds, 0.068% hits;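 active = response, share of CD8 T cells binding vesicles, and their 90th percentile fluorescence all below set limits, cut at about 80% in these data, passing the limit was not always enough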
#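 Read-out – percent CD8+ FL2 mean versus row control · System – murine 2C transgenic CD8+ T lymphocytes · Times – 1.5 h cell–vesicle binding at 37 °C, then 20 min icy labelling · Control set – naked vesicles low, QL9 vesicles with vehicle high · Detection – cytometric PE anti-B7-1 and Alexa647 anti-CD8 signals after 1% paraformaldehyde fixation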
# Dynein transport: blocks dynein driven cargo transport along microtubules; 3617.4 mouse cells, GR-EGFP nuclear translocation imaging; test concentration mostly 20 µM; stimulated with dexamethasone, 1 µM; hits give low values; z-score, hits read low; 220,000 compounds, 0.47% hits;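 active = plate z-score of nuclear minus cytoplasmic receptor signal below a set negative limit, without overly bright fluorescence or cell loss, cut at about -3.5 in these data, passing the limit was not always enough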;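 note: z-score of nuclear minus cytoplasmic ring GR-EGFP intensity difference per well; some compounds called inactive have numbers as strong as hits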
#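 Also added: dexamethasone, 1.0 µM final. Medium: tet-free, stripped-serum medium. Detection: fixed, Hoechst-stained cells imaged at 10x for EGFP. Read-out: nuclear-to-cytoplasmic GR-EGFP distribution per well. Times: induction 48 h, compound 1 h, agonist 30 min.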
# b-catenin transl: modulators of beta-catenin nuclear translocation | HeLa beta-catenin nuclear translocation, immunofluorescence imaging | nuclear translocation activity, % at 5 µM | AID 1665 | 190,000 compounds, 0.3% hits;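 active = nuclear translocation activity above 50% at 5 µM, with a well cell count of 50 or more; inconclusive = wells under 50 cells across six images, flagged as toxic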;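 note: per-cell ratio of nuclear to cytoplasmic median beta-catenin stain intensity; plate controls were DMSO negative control for no effect and GSK-3 inhibitor IX positive control for full effect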
#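 Test system: human HeLa cells, endogenous beta-catenin. Times: 24 h compound exposure, 37°C. Measured by: beta-catenin immunofluorescence imaging with DAPI.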
# Myeloid diff MLP: promotes myeloid progenitor differentiation | ER-HoxA9 myeloid progenitors, lysozyme-GFP differentiation, flow cytometry | calls only at 10 µM | 360,000 compounds, 1% hits | AID 624256;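 active = normalized GFP-positive differentiation at or above the plate's own cutoff, the solvent-only control mean plus 3 SD; inconclusive = no clear call, values can overlap the other calls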;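 note: cells exposed to compound for four days before flow analysis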
# TNAP activators: human TNAP enzyme activators, primary screen, biochemical, luminescent, no phosphate acceptor, uHTS (AID 1001); one-dose activation fold at 20 µM; EC50 in µM for titrated hits; purified TNAP, luminescent activation assay, no phosphate acceptor; higher activation fold means a stronger effect; 200,000 compounds, 0.03% hits; in the data active = activation fold from about 3, or a potency from the dose series; inactive = the rest, 99 in 100 with activation fold below about 1.6; note: many of its hits are not listed in these tables
# Lipid droplet: modulators of hepatic lipid droplet formation. AML12 mouse hepatocytes, oleate lipid droplets, BODIPY imaging. inhibition, % at 6.5 µM. 240,000 compounds, 0.4% hits. AID 1656;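 active = lipid droplet intensity inhibited by at least 50%, with more than 500 cells counted; inconclusive = wells with under 300 cells, treated as cytotoxic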
#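 Test system: AML12 mouse liver cells; schedule: overnight exposure; technique: high-content imaging of BODIPY-stained droplets and DAPI nuclei; read-out: % inhibition of corrected integrated BODIPY droplet signal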
# MT stabilizer: microtubule stabilizers in HeLa cells | % tubulin-high responders, % at 10 µM | 200,000 compounds, 0.83% hits | HeLa tubulin immunostaining HCS, 24 h; share of cells brighter than vehicle mean+2SD;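 active = plate Z-score above 3 for both tubulin-high and condensed-nucleus cell shares, with cell loss under 80%, at 10 µM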;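 note: anti alpha tubulin signal scored within the nucleus-defined area of each cell; some results filed as inactive read as strong as hits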
# human PMI inhibition: MPI enzyme activity inhibition – biochemical, fluorescence intensity, coupled assay, primary screen (AID 1209). inhibition, % at 20 µM; hits with a dose series show IC50 in µM. 190,000 compounds, 0.42% hits. purified PMI enzyme, coupled fluorescence intensity; higher % means a stronger effect; in the data active = inhibition above about 50%;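 note: plate controls were DMSO vehicle for no effect and wells lacking substrate for full effect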
# Ins promoter up: MIN6 insulin promoter up-regulation; MIN6 insulin promoter-GFP reporter, high-content imaging; hits give high values; z-score at 5 µM; 190,000 compounds, 0.3% hits; AID 1625;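 active = z-score above 3 at 5 µM with at least 500 cells counted in the well; inconclusive = wells under 500 cells, flagged as cytotoxic or low count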
# Dynein transport cytoplasmic EGFP: second read-out of Dynein transport, no call of its own (marks repeat the call); z-score; measured here: cytoplasmic GR-EGFP intensity; hits give high values
# Dynein transport nuclear GR-EGFP: further read-out of Dynein transport, marked with its call; z-score; measured here: nuclear GR-EGFP intensity;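 lower value marks the stronger effect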
# Dynein transport cell count: second read-out of Dynein transport, no call of its own (marks repeat the call); z-score; measured here: cell count per field
# Ins promoter up cell count: second read-out of Ins promoter up, no call of its own (marks repeat the call); cell count; measured here: cytotoxicity, nuclei count;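 total cells summed across four imaged fields per well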
# Lipid droplet cells 6.5 µM: second read-out of Lipid droplet, no call of its own (marks repeat the call); cell count; measured here: cell count, cytotoxicity flag;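 cells counted across two imaged fields per well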
# b-catenin transl cell count 5 µM: also measured in b-catenin transl; calls as there; cell count; measured here: cell count, cytotoxicity flag
# T cell modulator vesicle-bound %: second read-out of T cell modulator, no call of its own (marks repeat the call); double positive events, %; measured here: CD8+ vesicle-bound cell fraction;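 binding gate set so that unloaded-vesicle control wells show 10% double positive cells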
# MT stabilizer Hoechst-high %: also measured in MT stabilizer; calls as there; % Hoechst-high responders; measured here: nuclear condensation Hoechst responders;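 share of cells brighter than vehicle mean plus two SD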
# MT stabilizer cytotoxicity %: second read-out of MT stabilizer, no call of its own (marks repeat the call); toxicity, %; measured here: cytotoxicity by cell density;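 0% = mean cell density of plate MIN control wells and 100% = no cells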
# Myeloid diff MLP GFP+ MAC1+ %: further read-out of Myeloid diff MLP, marked with its call; GFP+ MAC1+ double positive, %; measured here: differentiation confirmed by MAC1 staining
# Numbers without * were called inactive; i = inactive; ? = inconclusive; . = not tested or not shown; + = active, no number. An unsorted share of the library; about 3% have a hit in one of these screens.
SMILES,T cell modulator,T cell modulator vesicle-bound %,Dynein transport,Dynein transport cytoplasmic EGFP,Dynein transport nuclear GR-EGFP,Dynein transport cell count,b-catenin transl,b-catenin transl cell count 5 µM,Myeloid diff MLP,Myeloid diff MLP GFP+ MAC1+ %,TNAP activators,Lipid droplet,Lipid droplet cells 6.5 µM,MT stabilizer,MT stabilizer Hoechst-high %,MT stabilizer cytotoxicity %,human PMI inhibition,Ins promoter up,Ins promoter up cell count
COc1ccc(-c2cc(-c3cccs3)c(C#N)c(SCC(=O)NCc3ccccc3)n2)cc1,i,60,-0.13,-0.19,0.74,-0.048,4.4,1287,i,1.0,1.1,.,.,7.2,3.2,1.3,-9%,-0.69,1555
O=C1c2ccccc2NC(c2ccccc2)N1/N=C/c1ccccc1 (stereo not drawn),i,42,0.17,-0.11,0.59,0.039,.,.,i,0.8,1,.,.,2.0,1.3,4.7,2%,-0.04,1458
CCCn1c(SCC(=O)N2CCCCC2)nnc1C(C)C,i,49,-0.64,-0.27,-0.29,0.77,1.0,1511,i,0.1,1.1,20,689,3.0,2.3,7.1,.,-0.55,1595
Cc1cccc(C)c1NC(=O)c1ccc([N+](=O)[O-])s1,i,63,-0.29,-0.28,-0.29,1,.,.,i,0.3,1.1,-4,522,3.5,2.0,6.0,-9%,-0.23,1180
N#Cc1c(NC(=O)CN2CCCCC2)sc2c1CCC2,i,38,-0.49,-0.12,-0.41,-0.67,-1.1,1121,i,0.8,1.1,-3,660,3.4,2.9,7.5,16%,.,.
Cc1ccc(S(=O)(=O)CC(=O)Nc2ccc(S(=O)(=O)Nc3ccccn3)cc2)cc1,i,30,-0.2,-0.31,-0.26,0.96,0.9,1009,i,0.4,1.1,3,669,2.6,1.9,4.7,-7%,-1.4,1330
O=C(CSc1nnc(COc2ccccc2)n1Cc1ccco1)Nc1ccc2c(c1)OCCO2,i,19,-0.044,-0.28,0.032,1,.,.,i,3.9,1.2,23,730,1.7,2.1,29,13%,0.77,1276
Cc1cc[n+](CC2OCc3ccccc3CO2)cc1,i,26,-0.45,-0.33,-0.05,0.058,0.2,1033,i,0.7,1.1,1,722,2.3,1.3,8.5,2%,-0.66,1496
Cn1c(SCC(=O)C(C)(C)C)nnc1-c1ccncc1,i,9,-0.6,-0.26,0.27,0.016,-2.2,1170,i,7.2,1.1,-2,784,1.4,1.4,7.8,6%,-0.31,991
COC(=O)c1ccccc1NC(=O)C1CC(=O)N(c2ccc(C)c(C)c2)C1 (stereo not drawn),i,50,1.7,-0.16,1.4,-1.6,.,.,i,0.8,1.1,9,789,1.2,0.6,8.0,14%,0.34,792
CN(C(=O)CSc1nnc(Nc2ccccc2)s1)c1c(N)n(Cc2ccccc2)c(=O)[nH]c1=O,i,28,-0.54,-0.17,0.26,1.6,-1.4,1129,i,0.6,1,-1,752,1.5,1.4,6.5,6%,-1.4,886
COc1ccc(CCC(=O)Nc2ccc(Cl)c(S(=O)(=O)N3CCCC3)c2)cc1,i,24,0.53,-0.2,0.34,0.77,0.4,1287,i,0.4,.,-24,722,.,.,.,.,-0.79,1000
O=C(O)c1ncn(Cc2ccc(Br)cc2)c1C(=O)O,i,43,0.43,-0.33,0.12,-0.77,-2.6,1050,i,0.0,1.1,-6,680,6.4,0.7,2.6,-10%,0.88,1651
Cc1ccc(S(=O)(=O)c2c(C)cc(C)nc2Oc2cccc(C)c2C)cc1,i,36,0.0019,-0.16,-0.14,0.059,-2.8,1376,i,1.4,1,.,.,1.9,1.6,3.0,9%,-0.24,878
CCOc1ccccc1NC(=O)N1CCCC(c2nc(-c3ccc(C)o3)no2)C1 (stereo not drawn),i,43,-0.98,-0.3,-0.54,0.9,-4.9,1031,i,0.4,1.1,12,767,2.1,2.9,6.5,1%,-0.05,1572
CCOC(=O)Nc1ccc2c(c1)N(C(=O)CCN1CCOCC1)c1ccccc1S2=O (stereo not drawn),i,58,-1.4,0.34,-0.39,0.43,1.7,1156,i,0.9,1.1,.,.,3.4,2.9,4.3,-10%,0.15,1106
Nc1nc(NC(=O)c2ccco2)nn1-c1ccccc1,i,23,1.2,-0.25,1.2,-0.88,-3.1,992,i,2.6,1.2,.,.,2.1,1.6,2.2,7%,-0.46,1138
C/C(=N\Nc1ccc2nncn2n1)c1ccco1,i,30,-1.1,-0.27,-0.58,0.82,-3.6,1086,i,0.4,.,?,.,.,.,.,.,0.37,1486
NC(=O)Cc1cn(-c2ncc(C(F)(F)F)cc2Cl)c2ccccc12,i,13,1.5,-0.17,0.62,-0.69,-2.2,1127,i,0.5,1.1,3,785,1.7,1.3,9.6,5%,-0.13,899
CCN(CC)CC#CCC(O)(c1ccccc1)c1ccccc1,i,20,-0.19,-0.24,-0.16,0.67,0.6,1575,i,0.2,1,13,567,3.3,2.4,7.0,5%,-0.14,1486
COc1ccc(/C=N/Nc2nnc(Cc3ccc(OC)c(OC)c3)c(=O)[nH]2)cc1OC,i,46,3,-0.22,1.1,-1.5,0.5,904,i,0.1,1,3,629,3.3,2.2,8.5,14%,0.86,1211
COc1cc(C2NC(=O)C(C#N)=C(S)N2c2ccc(C)cc2)ccc1OC(C)C (stereo not drawn),i,43,-0.37,0.16,-0.33,1.5,0.3,962,i,1.2,1,6,810,3.2,3.1,8.8,1%,2.8,804
CCN(CC(=O)c1c(N)n(C)c(=O)n(C)c1=O)c1cccc2ccccc12,i,23,-0.39,-0.043,-0.4,-1.2,2.8,901,i,0.4,1.1,9,692,2.4,2.2,9.8,-16%,-0.35,1232
N#Cc1c(N)nc(Sc2ccc(Cl)cc2)c(C#N)c1-c1ccccc1Cl,i,15,-1.2,-0.18,-1,0.55,0.6,1320,+,0.9*,.,6,733,.,.,.,.,0.26,1364
Cc1ccc(S(=O)(=O)N(C)c2ccc(OCC(=O)Nc3nnc(C4CC4)s3)cc2)cc1,.,.,-0.5,-0.31,0.48,0.17,0.8,961,i,0.6,1.1,1,655,3.4,2.8,4.9,11%,-0.11,1117

# The listing continues.
SMILES,T cell modulator,T cell modulator vesicle-bound %,Dynein transport,Dynein transport cytoplasmic EGFP,Dynein transport nuclear GR-EGFP,Dynein transport cell count,b-catenin transl,b-catenin transl cell count 5 µM,Myeloid diff MLP,Myeloid diff MLP GFP+ MAC1+ %,TNAP activators,Lipid droplet,Lipid droplet cells 6.5 µM,MT stabilizer,MT stabilizer Hoechst-high %,MT stabilizer cytotoxicity %,human PMI inhibition,Ins promoter up,Ins promoter up cell count
O=C(CSc1nccn1-c1ccc(Cl)cc1)N1CCCc2ccccc21,i,39,-0.48,-0.18,-0.36,-0.031,4.3,1005,i,0.6,1,-53,661,3.9,1.7,3.8,16%,-1.1,1592
CCOc1cc(S(=O)(=O)NCc2cccs2)ccc1Cl,i,33,0.66,-0.27,0.59,0.98,0.4,1031,i,0.9,1.1,5,806,2.6,0.6,26,15%,-0.16,1331
CCOC(=O)COc1ccc(S(=O)(=O)N2CCN(C(=O)OCC)CC2)cc1,i,38,-0.65,-0.25,-0.26,-0.18,0.1,978,i,0.5,1.1,1,761,2.8,1.1,4.6,21%,0.32,1209
c1ccc(CCn2nnnc2CN2CCCc3ccccc32)cc1,i,23,-0.45,-0.2,-0.3,0.22,-7.7,908,i,1.6,1.1,.,.,0.7,1.1,6.9,3%,0.08,1344
CCOC(=O)c1ccc(Nc2cc(C)nc(N3CCOCC3)n2)cc1,i,39,-0.67,-0.22,-0.33,0.75,0.3,1330,i,0.5,1.1,.,.,2.8,1.8,4.9,13%,-0.14,1639
COc1ccc(-c2nn(C)c(=O)c3ccccc23)cc1NC(=O)Cn1nc(C)c2ccccc2c1=O,i,37,0.81,-0.072,0.72,-0.33,0.5,1106,+,15*,1.1,-15,644,5.7,6.1,9.2,21%,-1.7,1027
O=C(COC(=O)c1ccccn1)Nc1cccc(Cl)c1Cl,i,23,0.0098,-0.22,-0.014,0.53,-6.2,1039,i,2.0,1.1,.,.,0.6,1.0,9.9,0%,-0.12,1184
COC(=O)c1c(C)nn(-c2ccccc2)c1N,i,25,0.9,-0.26,1.3,-0.74,-2.4,495,i,1.6,1.1,-1,714,7.3,2.4,10,2%,2.7,1160
CC(C)CC(NC(=O)c1cccs1)c1nnc(SCc2ccc(Cl)c(Cl)c2)n1C (stereo not drawn),i,14,-0.36,-0.17,-0.32,-0.56,-0.6,1027,i,1.1,1.1,1,668,7.2,2.3,8.3,13%,-0.48,1413
c1ccc(C2=NN(c3ccccc3)CC2)cc1,i,55,0.62,-0.17,0.16,-1.5,-0.7,1350,i,0.7,.,-7,607,.,.,.,.,.,.
